# Pf growth 48h – P. falciparum growth inhibition at 48 hours (one generation); P. falciparum luciferase growth in erythrocytes, 48 h; Potency, µM (doses to about 28.7 µM), for inactives: top-dose activity change, negative = inhibition, actives largely listed as inhibitors; 310,000 tested, 5.9% active; also: potency is read from the fitted curve at half-maximal effect; % is scaled to controls: 0 for no effect and ±100 for the full control effect
#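 Luminescence readout; reporter = integrated firefly luciferase in P. falciparum. RBC culture at 2% hematocrit, 0.1% parasitemia final, 37 C/5% CO2; decreased signal taken as growth inhibition.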
# LmPK inh – inhibitors of Leishmania mexicana pyruvate kinase; Q27686; purified LmPK, Kinase-Glo ATP luminescence, 1 h; Potency, µM (series often up to 57.5 µM), without a hit: at the top dose activity change, negative = inhibition, actives largely listed as inhibitors; 290,000 tested, 0.37% active; AID 1721; also: potency is read from the fitted curve at half-maximal effect; % is scaled to controls: 0 for no effect and ±100 for the full control effect
# Target sequence (Q27686 whole entry, looked up): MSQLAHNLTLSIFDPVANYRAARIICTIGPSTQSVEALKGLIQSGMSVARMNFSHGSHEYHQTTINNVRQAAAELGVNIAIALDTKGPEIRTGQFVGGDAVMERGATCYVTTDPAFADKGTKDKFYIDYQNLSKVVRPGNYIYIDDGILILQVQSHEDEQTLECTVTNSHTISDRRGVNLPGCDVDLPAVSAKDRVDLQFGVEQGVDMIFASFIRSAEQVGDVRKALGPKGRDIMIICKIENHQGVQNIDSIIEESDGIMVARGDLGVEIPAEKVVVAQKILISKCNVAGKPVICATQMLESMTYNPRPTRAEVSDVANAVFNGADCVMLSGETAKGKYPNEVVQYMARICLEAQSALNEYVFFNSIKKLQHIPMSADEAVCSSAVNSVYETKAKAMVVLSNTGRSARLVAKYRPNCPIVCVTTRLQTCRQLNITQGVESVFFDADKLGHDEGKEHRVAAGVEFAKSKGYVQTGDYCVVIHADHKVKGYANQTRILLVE
#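 Kinase-Glo luminescence read after 1 h RT reaction of 0.1 nM LmPK with 0.5 mM PEP and 0.1 mM ADP. Activity scaled between uninhibited and enzyme-free controls.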
# CHX counter – counter-screen for Shiga toxin inhibitors: cycloheximide protein synthesis inhibition; cell reporter, cycloheximide protein synthesis inhibition counterscreen; max response, %; 300,000 tested, 12% active; in the data active = max response mostly above about 13%, no sharp cut-off; inactive = mostly below about 14%; also: read at 38.3 µM for the half of the compounds with a filed dose; 0% is about no effect
# TbPYK inhibitor – blocks Trypanosoma brucei pyruvate kinase; Q57TT1; TbPYK enzyme, Kinase-Glo Plus ATP luminescence, 45 min; Potency, µM (doses to about 76.8 µM), for inactives: at the top dose activity, negative = inhibition, hits mostly inhibitors; 410,000 tested, 0.12% active; also: potency is read from the fitted curve at half-maximal effect; % is scaled to controls: 0 for no effect and ±100 for the full control effect; nearly all actives have a fitted effect of over 50% in size
#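 Glycolytic pyruvate kinase of T. brucei was incubated with substrate, test compound and 130 uM ADP for 45 minutes at room temperature. Luminescent Kinase-Glo Plus signal was measured after 10 minutes.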
# AMA1-RON2 inh – inhibitors of Plasmodium falciparum AMA1-RON2 interaction; AlphaScreen AMA1-biotinylated RON2 peptide binding; Potency, µM (titrated, usually from 58.2 µM), for inactives: at the top dose activity change, negative = inhibition, hits mostly inhibitors; 360,000 tested, 0.2% active;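 also: potency is read from the fitted curve at half-maximal effect; 0% = vehicle wells and -100% = peptide control; nearly all actives have a fitted effect of over 45% in size; some results filed as inactive show a strong effect at the top dose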
#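 AMA1 (3D7) with his tag at 25 nM final met compounds first, then biotinylated RON2 peptide at 25 nM; detection used donor plus acceptor beads, 10 µg/mL apiece, read by AlphaScreen after 30 min at room temperature.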
# Pf growth 96h – inhibits malaria parasite growth, 96 h; P. falciparum luciferase reporter growth, 96 h; Potency, µM (doses to about 28.7 µM), for inactives: top-dose activity change, negative = inhibition, actives largely listed as inhibitors; 320,000 tested, 6.9% active; AID 504834; also: potency is read from the fitted curve at half-maximal effect; % is scaled to controls: 0 for no effect and ±100 for the full control effect
#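 P. falciparum expressing integrated firefly luciferase, in erythrocytes at 2% hematocrit, 0.05% parasitemia, incubated with compounds 96 h at 37 C, 5% CO2. Growth inhibition read as loss of luminescence; two-generation exposure targets delayed-death apicoplast inhibitors.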
# Shiga inhibitor – Shiga toxin inhibition. Vero cells, Shiga toxin protein synthesis inhibition reporter. AID 2315. 290,000 tested, 9.2% active. inhibition, % at 38.7 µM; in the data active = inhibition mostly above about 28%, no sharp cut-off; inactive = mostly below about 43%; also: 0% is about no effect
# * hit, by the source's call; ? = inconclusive; . = not tested or not shown; & = joins results of further samples; ! = repeats disagree; [ ] = dose if it differs, or a comment. Unless noted, calls follow the shape of the dose curve; as a rule, active = well fitted curve in the direction sought with a large enough effect; inconclusive = small, poorly fitted or top-dose-only effect, or another doubt; inactive = no such curve, though single readings can be large; an effect the other way counts as inactive or inconclusive.
SMILES,Pf growth 48h,LmPK inh,CHX counter,TbPYK inhibitor,AMA1-RON2 inh,Pf growth 96h,Shiga inhibitor
FC(F)(F)c1cc(-c2ccco2)nc(NCc2ccco2)n1,?,3%,-2,-4%,4%,-18%,-3
COc1cccc(-c2nnc(SCCC(=O)O)n2C)c1,40%[activator],0%,4,1%,-4%,8%,-29
O=C(c1ccccc1NS(=O)(=O)c1cccc([N+](=O)[O-])c1)N1CCCC1,24%,10%,-2,-12%,10%,?,-6
Cc1ccc(-n2ncc3c(NCCCN4CCCC4=O)ncnc32)c(C)c1,?,-2%,-3,0%,1%,?,-5
Cn1cnnc1SCC(=O)Nc1sc2c(c1C(N)=O)CCC2,-21%,8%,-4,-16%,?,-6%,-7
COCC(=O)N1CCC(Oc2ccc(C(=O)NC3CCOC(C)(C)C3)cc2)CC1 (centres undefined),0%,6%,15,5%,-1%,20%,24
CCN1CCN(CCCNC(=O)Cn2cc3c(n2)CCCC3)CC1,.,5%,4,-5%,-5%,-11%,-17
COc1ccc(C=O)cc1OC(=O)C1(C)Cc2ccccc2C(=O)O1 (centres undefined),-18%,-2%,-1,-4%,-1%,-5%,-4
CCC(CO)NC(=O)c1ccccc1C(F)(F)F (centres undefined),12%,2%,-2,-4%,-8%,33%[activator],-3
O=C(Nc1nc2c(s1)C(=O)CCC2)c1ccccc1,391%[activator],?,43*,-6%,12%,?,48
O=C(c1ccco1)N1CCN(C(=O)c2oc(=O)c3ccccc3c2-c2ccccc2)CC1,.,9%,-3,-3%,-12%,8%,8
CCCC1=C(C(=O)OCC)C(c2cc(Cl)cc(OC)c2OCc2ccccc2)NC(=O)N1 (centres undefined),?,0%,-1,3%,3%,?,-11
CC1CCN(S(=O)(=O)c2ccc3c(c2)N(CC(=O)NCCCN2CCCC(C)C2)C(=O)CS3)CC1 (centres undefined),?,-4%,1,0%&-10%,-2%,-4%,-10
O=C1C2C3C=CC(C4CC34)C2C(=O)N1/N=C/c1ccc(-c2cccc([N+](=O)[O-])c2)o1 (centres undefined),6%,3%,8,3%,?,?,16
CC1=C(C)SC(=C(C#N)c2nnc(N3CCOCC3)n2-c2ccccc2)S1,?,1%,-3,3%,10%,9.3µM*,-31
Cc1ccc(NC(=O)C2CC(=O)n3ncnc3N2)cc1C (centres undefined),1%,0%,3,-2%,1%,62%[activator],2
COCCn1c(SCC(=O)N2CCCCCC2)nc2c([nH]c3ccccc32)c1=O,?,-4%,-4,0%,5%,?,-26
COc1ccc(/C=N/n2cnnc2SCc2ccc(OC)cc2)cc1,?,1%,1,-10%,-13%,3%,-12
Cc1ccc(SCC(=O)OCC(=O)N(CCC#N)c2ccccc2)cc1,-1%,.,.,3%,0%,0%,.
CCc1ccc2occ(CC(=O)Nc3ccc(OC)c(Cl)c3)c2c1,.,.,13,-8%,.,.,37*
Cc1ccc2c(C)c(C(=O)NCC(C)(C)N3CCOCC3)oc2c1C,-13%,8%,13,5%,-10%,34%[activator],-6
CCOc1cccc(C(=O)Nc2cccnc2)c1,54%[activator],5%,9,3%,-1%,?,25
COc1ccc(C(=O)N2CCN(CCNC(=O)C(=O)Nc3ccc(F)cc3)CC2)cc1,8%,2%,-1,0%,0%,30%,14
CC(SCc1ccccc1)C(=O)Nc1ccccc1 (centres undefined),?,-1%,2,1%,6%,?,0

# Copied from the entries so far (4 entries):
SMILES,Pf growth 48h,LmPK inh,CHX counter,TbPYK inhibitor,AMA1-RON2 inh,Pf growth 96h,Shiga inhibitor
Cc1ccc2c(C)c(C(=O)NCC(C)(C)N3CCOCC3)oc2c1C,-13%,8%,13,5%,-10%,34%[activator],-6
CCOc1cccc(C(=O)Nc2cccnc2)c1,54%[activator],5%,9,3%,-1%,?,25
COc1ccc(C(=O)N2CCN(CCNC(=O)C(=O)Nc3ccc(F)cc3)CC2)cc1,8%,2%,-1,0%,0%,30%,14
CC(SCc1ccccc1)C(=O)Nc1ccccc1 (centres undefined),?,-1%,2,1%,6%,?,0

# Next section
SMILES,Pf growth 48h,LmPK inh,CHX counter,TbPYK inhibitor,AMA1-RON2 inh,Pf growth 96h,Shiga inhibitor
COCCOC(=O)C1=C(C)NC2=C(C(=O)CCC2)C1c1ccc2c(c1)OCO2 (centres undefined),-14%,0%,0,3%,-1%,14%,-12
CCN1CCN(C(c2cccs2)C(C)NS(=O)(=O)c2ccc(Br)cc2)CC1 (centres undefined),?,-1%,-6,2%,-17%,?,-8
Cc1ccc(OCCNC(=O)c2ccccc2OCc2c(C)noc2C)cc1,?,.,.,0%,4%,?,.
O=CNC1CCCc2c1[nH]c1ccc(Cl)cc21 (centres undefined),16%,11%,0,5%,-4%,.,1
NS(=O)(=O)c1ccc(NC(=O)CSc2cn[nH]n2)cc1,17%,-3%,-2,0%,9%,-12%,-15
CCc1cc(=O)oc2cc(OCC(=O)NCCCN3CCOCC3)c(Cl)cc12,-16%,0%,-3,5%,-1%,?,-2
Cc1ccccc1CS(=O)(=O)c1ccc(C(=O)N2CCC(C)CC2)cc1[N+](=O)[O-],13%,-1%,9,-8%,-1%,?,-17
CCCC(C(=O)NC(C)(C)C)N(CC1CCCO1)C(=O)CNS(=O)(=O)c1ccc(F)cc1 (centres undefined),-23%,0%,-6,-6%,-4%,-18%,-3
CC(=C/c1ccc(C(C)C)cc1)/C=N/NC(=O)c1ccncc1,13µM*,-1%,36*,-7%,50%[activator],?,84*
CCCCn1c(CN2CCN(C(=O)OCC)CC2)nc2c1c(=O)n(C)c(=O)n2C,7%,1%,8,-3%,-2%,?,-16
Cc1ccc(S(=O)(=O)N2CCC(=O)N(C(COCc3ccc(Cl)cc3)Cc3ccccc3)CC2)cc1 (centres undefined),12µM*,1%,0,-9%,-6%,10µM*,40
O=C(CC1C(=O)NCCN1Cc1cccc(Oc2ccccc2)c1)NCCc1ccncc1 (centres undefined),0%,-7%,-1,8%,21%,?,-7
O=C(c1ccco1)N1CCCN(Cc2nc(-c3cccs3)no2)CC1,?,8%,15,2%,-1%,32%[activator],2
CCOc1ccc(Br)cc1/C=N/O,13%,3%,1,0%,2%,12%,-10
COc1ccccc1OC(C)C(=O)Nc1nc(-c2ccc(S(=O)(=O)N3CCOCC3)cc2)cs1 (centres undefined),?,1%,-2,-1%,-3%,12µM*,-17
Cc1cnc(C(=O)OCC(=O)NC(=O)NC(C)C)cn1,-8%,0%,-3,-16%,-3%,20%,-37
CCC(CC)c1nnc(NC(=O)CCc2ccccc2OC)s1,8%,-3%,-4,-5%,5%,16%,-12
Cc1ccc(Cn2cc(C=O)c3ccccc32)cc1,-8%,1%,-2,-2%,-3%,8%,4
S=c1[nH]nc(-c2ccc3ccccc3n2)n1Cc1ccccc1,-16%,-8%,-3,?,79%[activator],1%,-10
Cc1cc(CCN2CCC(=O)NC2=S)ccc1OC(C)C,.,1%,-3,-1%,7%,-10%,3
COc1cccc(C2NC(CCSC)(C(=O)O)C3C(=O)N(C(C)C)C(=O)C23)c1O (centres undefined),.,2%,-8,-1%,122%[activator],4%,-19
O=c1c2c(-c3ccccc3)csc2nc2n1CCC2,-18%,5%,-1,-19%,7%,-12%,-1
CCOC(=O)c1ccc(CNC(=O)Cn2nnc(-c3cccc(C)c3)n2)o1,8%,-1%,9,.,.,12%,-3
O=c1[nH]nc(-c2ccc(F)cc2)cc1Cc1ccccc1,3%,6%,1,-12%,-7%,7%,14

# Single records (already shown). Screens in order: Pf growth 48h	LmPK inh	CHX counter	TbPYK inhibitor	AMA1-RON2 inh	Pf growth 96h	Shiga inhibitor
# Profile of O=c1c2c(-c3ccccc3)csc2nc2n1CCC2 = -18%	5%	-1	-19%	7%	-12%	-1
# Profile of Cc1cc(CCN2CCC(=O)NC2=S)ccc1OC(C)C = .	1%	-3	-1%	7%	-10%	3

# (next part)
SMILES,Pf growth 48h,LmPK inh,CHX counter,TbPYK inhibitor,AMA1-RON2 inh,Pf growth 96h,Shiga inhibitor
O=C(CSc1nnc2ccccn12)NNC(=O)c1cccc([N+](=O)[O-])c1,41%[activator],.,.,-5%,63%[activator],8%,.
COc1ccccc1C(=O)Nc1cc2cc(Br)ccc2oc1=O,54%[activator],-14%,-4,0%,13%,24%,8
CSc1nnc(C2CCN(CC(=O)Nc3ccccc3N3CCOCC3)CC2)n1C(C)C,?,-4%,-3,2%,-15%,26%,-6
COCCN1CCN(C(=O)c2ccc3oc(CCCc4ccccc4)nc3c2)CC1,48%[activator],-1%,23*,-6%,20%,-13%,112*
O=C(c1cccc(F)c1)N1CCN(C(=O)C2CC2)CC1,-3%,9%,-3,-22%,19%,0.33µM*,-8
Cc1ccc(NC(=O)C2C3C=CC4(O3)C2C(=O)N(CCCN2CCCCC2)C4C(=O)NC2CCCCC2)cc1C (centres undefined),-6%,-2%,-5,1%,-5%,-17%,3
Cc1ccc(-c2nnc(COC(=O)c3ccco3)o2)cc1,24%,-6%,38*,7%,56%[activator],?,60*
O=c1[nH]c(=O)n(Cc2ccccc2Cl)c(O)c1/C=C1/C=CC=N1,10%[5.75 µM],1%,-5,-9%,13%,25%,-5
COc1ccc(Cl)cc1-c1nc(-c2ccc(Br)o2)no1,.,2%,1,-4%,0%,29%,-4
CC(NC(=O)C1CCC(C(C)(C)C)CC1)C(c1ccccc1)N1CCOCC1 (centres undefined),?,0%,-1,-4%,35%[activator],10µM*,-2
CCOC(=O)c1c(-c2ccccc2)cn2c(C)cc(C)nc12,73%[activator],-14%,35*,3%,-4%,58%[activator],71*
O=C(OC(C(=O)NCc1ccccc1)c1ccccc1)c1ccco1 (centres undefined),59%[activator],-1%,-4,6%,6%,?,-2
C=CCn1c(SCC(=O)Nc2sccc2C(N)=O)nc2sc(C)c(C)c2c1=O,-9%,0%,-2,0%,29%,.,-4
COc1ccc(OCc2n[nH]c(=S)n2-c2ccc(C)cc2)cc1,-8%,?,4,?,70%[activator],9%,-25
CCOc1nc(SCCOc2ccc(Cl)cc2Cl)nc(N(C)C)n1,?,3%,-6,-5%,32%[activator],-29%,-9
CCC(C)(C)n1nnnc1C(C(C)C)N1CCN(C(=O)c2ccco2)CC1 (centres undefined),-8%,-2%,-5,-3%,-5%,28%,-4
O=C(O)C1CCCCC1C(=O)NCCCN1CCCC1=O (centres undefined),-2%,0%,1,-3%,0%,0%,7
O=C1C2C(c3cccc(/C=C/c4ccccc4)c3)CC=CC2C(c2ccc(C(F)(F)F)cc2)N1Cc1ccccc1 (centres undefined),12µM*,3%,17&17,2%,18%,9.3µM*,54*!
COc1ccc(NC2CCCN(C(=O)c3ccc(C)nc3)C2)cc1 (centres undefined),0%,5%,-3,3%,3%,?,13
Cc1nc2ccc(NC(=O)c3ccc([N+](=O)[O-])cc3)cc2s1,25%,-2%,14,-16%,10%,93%,10
Cc1cccc(NC(=O)Cn2nc(-c3ccco3)ccc2=O)c1C,-4%,0%,4,-8%,5%,60%[activator],2
C=CCOc1ccc(CN(C)C(=O)C2CCCO2)cc1 (centres undefined),7%,-9%,-2,0%,-15%,21%,35
CN1CCS/C1=C/C=C1\SC(=S)N(CC(=O)O)C1=O,40%[activator],-16%,1,-14%,-12%,61%[activator],13

# High-throughput results: PubChem, National Center for Advancing Translational Sciences (NCATS)
